Bioassay records as filed in PubChem.
ASM inhibitor = human S-ASM enzyme inhibition; P17405; actives 0.006% (n = 340,000); placental ASM, HMU-PC fluorogenic substrate, 60 min; Potency, µM (highest dose often 57.5 µM), inactives show at the highest dose activity change, negative = inhibition, hits mostly inhibitors; note: potency is the fitted concentration of half-maximal effect
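qHTS format. ASM enzyme prepared from human placenta hydrolyses the fluorogenic substrate HMU-PC0 (9 uM final) over 60 min at 37 °C after a 10 min compound preincubation.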
Integrin act MD = integrin-mediated muscular dystrophy alleviation activation; alpha7betagal myoblasts, beta-gal FDG fluorescence, 48 h; Potency, µM (titrated, usually from 38.3 µM), inactives show at the highest dose activation, actives largely listed as activators; actives 0.064% (n = 350,000);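 note: potency is the fitted concentration of half-maximal effect; 100% = response of the positive control SU9516; nearly all actives have a fitted effect of over 60% in size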
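alpha7betagal+/- myoblasts (passage 13, 250/well) treated 48 h at 37C with compounds at 1:260 dilution of DMSO stock. Lysed, then beta-galactosidase activity read as FDG fluorescence (ex 480/em 540) after 30 min, with pre-read for autofluorescence.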
Tb PFK block = blocks T. brucei phosphofructokinase; Potency, µM (doses to about 57.5 µM), without a hit: at the highest dose activity, negative = inhibition, most hits filed as inhibitors; T. brucei PFK, ADP-Glo luminescence; O15648; actives 0.17% (n = 330,000);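 note: potency is the fitted concentration of half-maximal effect; 0% = uninhibited 1x PFK enzyme wells and -100% = no-enzyme wells; nearly all actives have a fitted effect of over 60% in size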
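Compounds were pin-transferred as a titration series up to 57 uM into substrate buffer (0.5 mM F6P, 0.1 mM ATP, pH 8.0), then 1.25 nM PFK was added and reactions ran 45 min before ADP-Glo detection.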
GALK inh = galactokinase (human) inhibition; Purified GALK, Kinase-Glo residual ATP luminescence; AID 1868; actives 0.007% (n = 270,000); Potency, µM (highest dose often 57.5 µM), without a hit: at the highest dose activity change, negative = inhibition, actives largely listed as inhibitors; P51570; note: potency is the fitted concentration of half-maximal effect; % is set by controls: 0 for no effect and ±100 for the full control effect
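ATP-depletion format; final 35 uM ATP, 100 uM D-galactose, 5 nM enzyme; pH 8.0 HEPES/Mg2+ buffer; 60 min RT; luminescence read 10 min after detection reagent.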
Giardia killer = Giardia lamblia killing. actives 0.15% (n = 340,000). Giardia lamblia trophozoite viability. activity change, % at 7.66 µM, hits read low; in the data active = activity change below about -80%; inconclusive = between about -30% and that limit;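 note: parasites exposed to compound for two days anaerobically before the ATP read; % is set by controls: 0 for no effect and ±100 for the full control effect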
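Killing of trophozoites was scored by loss of ATP luminescence after a 48 hrs anaerobic exposure to compounds at 37 deg C, using 100 cells per well.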
B2AR arrestin = agonists driving beta-arrestin recruitment to human beta2-adrenergic receptor. beta-arrestin recruitment to beta2AR, cell-based reporter. Potency, µM (series often up to 46.1 µM), for inactives: at the top dose activation, most hits filed as activators. actives 0.02% (n = 330,000). P07550;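 note: potency is the fitted concentration of half-maximal effect; 0% = DMSO controls and full agonism = EC100 isoproterenol or metaproterenol; nearly all actives have a fitted effect of over 65% in size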
Menin-MLL TR inh = inhibitors of human menin-MLL interaction, mutant MLL peptide | O00255 | actives 0.23% (n = 270,000) | Menin + Texas Red MLL mutant peptide, fluorescence polarization | AID 1768 | Potency, µM (series often up to 61.6 µM), for inactives: top-dose FP activity change, negative = inhibition, usual class: inhibitors; active = well fitted inhibition curve with a large enough effect in the polarisation, with a control signal flat, not every such curve was filed as active; inconclusive = small, poorly fitted or top-dose-only effect, or effect the other way, or a change in a side signal; inactive = no such curve, though single readings can be large or run the other way; the % refers to the polarisation; note: potency is the fitted concentration of half-maximal effect; % of control where 0% means no effect; many of its hits are not listed in these tables
Target sequence (O00255 whole entry, looked up): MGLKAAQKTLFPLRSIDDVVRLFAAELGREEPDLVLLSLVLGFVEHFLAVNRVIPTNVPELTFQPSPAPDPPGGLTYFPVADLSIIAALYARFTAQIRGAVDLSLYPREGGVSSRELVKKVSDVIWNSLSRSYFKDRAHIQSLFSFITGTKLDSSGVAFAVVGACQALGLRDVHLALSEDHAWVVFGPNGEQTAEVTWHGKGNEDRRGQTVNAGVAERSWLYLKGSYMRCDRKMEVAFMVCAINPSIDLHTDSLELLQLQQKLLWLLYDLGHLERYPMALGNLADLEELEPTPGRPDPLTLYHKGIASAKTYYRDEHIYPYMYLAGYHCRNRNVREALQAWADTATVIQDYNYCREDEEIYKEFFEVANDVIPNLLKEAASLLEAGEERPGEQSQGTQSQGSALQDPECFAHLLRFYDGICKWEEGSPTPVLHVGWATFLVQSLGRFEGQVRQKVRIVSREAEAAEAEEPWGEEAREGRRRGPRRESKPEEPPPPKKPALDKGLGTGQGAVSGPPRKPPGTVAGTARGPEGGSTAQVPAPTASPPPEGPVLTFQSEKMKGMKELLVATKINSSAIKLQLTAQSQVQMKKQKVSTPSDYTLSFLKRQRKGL
FBPA coupling cs = coupling enzyme interference in Giardia aldolase counter-screen; AID 2472; activity change, negative = inhibition, % at 58.2 µM, hits read low; coupling enzyme system counterscreen, AmpLite Red fluorescence; actives 0.67% (n = 290,000); in the data active = activity change below about -30%; note: % is set by controls: 0 for no effect and ±100 for the full control effect
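First, compound is pin-transferred into glyceraldehyde-3-phosphate coupling-enzyme reagent at 57.5 uM final and held 10 min at RT. Next, substrate, coupling system and AmpLite Red are added. After 20 min RT, fluorescence (525/598 nm) is read.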
Chronic BCR inh = inhibitors of chronic active B-cell receptor signaling; Potency, µM (titrated, usually from 46.1 µM), for inactives: at the top dose ratio change, negative = lower green/red ratio, usual class: inhibitors; actives 0.05% (n = 340,000); AID 493014; ABC-DLBCL IkBa-CBG/CBR reporter, luminescence ratio, 4 h; active = well fitted inhibition curve with a large enough effect in the signal ratio, with a control signal flat, not every such curve was filed as active; inconclusive = small, poorly fitted or top-dose-only effect, or effect the other way, or a change in a side signal; the % refers to the signal ratio;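 note: potency is the fitted concentration of half-maximal effect; plate controls were basal doxycycline-induced cells for no effect and cells given 10 µM MG132 for full effect; MG132 reads +100%, hits lower the ratio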
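Compounds up to 46 uM were incubated four hours with TMD8 cells whose green CBG68 luciferase is fused to IkappaBalpha; red CBR luminescence normalised the signal, and concentration-effect curves were fitted to fusion, red and ratio data.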
PTAP TSG101 blk = blocks PTAP/TSG101 interaction to inhibit HIV-1 budding | 340,000 tested, under 10 active | Potency, µM (top dose mostly 115 µM), without a hit: at the highest dose activity change, negative = inhibition, most hits filed as inhibitors | Fluorescence polarization, FITC-PTAP peptide / Tsg101 binding; active = well fitted inhibition curve with a large enough effect in the main read-out, with a control signal flat, not every such curve was filed as active; inconclusive = small, poorly fitted or top-dose-only effect, or effect the other way, or a change in a side signal; inactive = no such curve, though single readings can be large or run the other way; note: potency is the fitted concentration of half-maximal effect; % of control where 0% means no effect
Target sequence (Q99816 whole entry, looked up): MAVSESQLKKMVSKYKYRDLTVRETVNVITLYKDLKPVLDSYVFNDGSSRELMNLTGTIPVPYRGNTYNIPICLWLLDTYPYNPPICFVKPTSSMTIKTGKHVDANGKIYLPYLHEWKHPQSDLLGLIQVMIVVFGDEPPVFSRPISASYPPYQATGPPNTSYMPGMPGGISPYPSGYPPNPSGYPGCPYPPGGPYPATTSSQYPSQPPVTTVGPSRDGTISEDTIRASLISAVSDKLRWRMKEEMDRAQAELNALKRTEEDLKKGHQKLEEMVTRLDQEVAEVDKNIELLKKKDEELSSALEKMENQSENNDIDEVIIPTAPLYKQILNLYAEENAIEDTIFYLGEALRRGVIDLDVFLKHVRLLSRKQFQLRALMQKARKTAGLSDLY
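Fluorescence polarization binding of Tsg101 binding domain (10 uM final) to FITC-labeled PTAP peptide (50 nM final) in HEPES pH 7.5 buffer with NaCl, Tween 20, EDTA, TCEP. Compounds added before peptide; binding 20 min at RT.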
PKM2 activator = activators of human pyruvate kinase M2; P14618; purified PKM2, Kinase-Glo ATP luminescence, activation; response scale: 0% is enzyme alone, no compound; Potency, µM (top dose mostly 57.5 µM), without a hit: at the top dose activation, most hits filed as activators; actives 0.34% (n = 260,000); AID 1631; note: potency is the fitted concentration of half-maximal effect; % is set by controls: 0 for no effect and ±100 for the full control effect; nearly all actives have a fitted effect of over 55% in size
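ATP formation by purified human PK-M2, quantified via coupled luciferase luminescence after 1 h at room temperature with 0.1 mM ADP and 0.5 mM PEP final.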
Numbers without * were called inactive; u = inconclusive; x = not tested or not shown; [ ] = another dose, or the depositor's remark. Unless noted, calls come from the whole dose curve; as a rule, active = well fitted curve in the direction sought with a large enough effect; inconclusive = small, poorly fitted or top-dose-only effect, or another doubt; inactive = no such curve, though single readings can be large; an effect the other way counts as inactive or inconclusive. Only part of the results is shown (hit frequency here may not be typical).

SMILES	ASM inhibitor	Integrin act MD	Tb PFK block	GALK inh	Giardia killer	B2AR arrestin	Menin-MLL TR inh	FBPA coupling cs	Chronic BCR inh	PTAP TSG101 blk	PKM2 activator
Cc1ccccc1-n1nnnc1SCC(=O)c1c(N)n(C2CC2)c(=O)[nH]c1=O	2%	20%	-11%	x	-25	-2.4%	x	x	-8%	-2%	x
CCn1nc(C(=O)NNS(=O)(=O)c2cc(/C=C/C(=O)O)cc(OC)c2OC)c2ccccc2c1=O	-1%	-14%	u	x	-4	0.1%	x	x	-3%	-1%	x
CCC(=O)Nc1cccc(NC(=O)c2ccc3c(c2)OCO3)c1	0%	-56%[inhibitor]	-5%	-2%	-11	-0.1%	9%	-2	u	-4%	-7%
Nc1c(N2CCCCC2)c(=O)[nH]c(=O)n1-c1ccccc1	4%	28%[7.66 µM]	-17%	2%	-15	-0.3%	-5%	2	u	-4%	-2%
CCN(CC)C(=O)CN(c1cccc(Br)c1)S(C)(=O)=O	4%	-10%	-6%	0%	-12	-0.6%	-2%	8	u	-5%	7%
O=C(N/N=C/c1ccc(O)cc1)c1cccc(C(F)(F)F)c1	-2%	15%	-3%	0%	7	-1.0%	10%	2	-18%	0%	1%
Cc1ccc(-n2nc3c(c2NC(=O)c2ccc4c(c2)OCO4)CS(=O)(=O)C3)c(C)c1	-3%	-15%	-4%	1%	-17	0.0%	3%	-1	3%	1%	1%[0.46 µM]
CN(C)Cc1cc(CN(C)C)c(O)c(CCc2ccccc2)n1	5%	-16%	0%	1%	-4	-0.8%	-2%	0	u	-5%	-10%
O=C(CSCc1cnn(-c2ccccc2)c1-n1cccc1)NCc1ccccn1	-5%	22%	0%	-1%	-2	0.3%	-16%	4	3%	-2%	-2%
CC(NC(=S)Nc1ccccc1OC(F)F)C(C)(C)C (stereo unspecified)	4%	-21%	7%	-2%	10	-0.2%	-18%	4	2%	-3%	-1%
O=C(NCc1ccccn1)c1nc(-c2ccc(C(F)(F)F)cc2)no1	6%	43%	-3%	-2%	29	0.2%	-15%	4	2%	-3%	-12%
Cc1ccccc1S(=O)(=O)N1[C@@H](c2ccc(Br)cc2)C(C(=O)O)=CC[C@H]1c1ccc(Cl)cc1	1%	-14%	0%	x	13	0.1%	x	x	5%	1%	x
CN(Cc1cn(C)nc1-c1ccc(Oc2ccccc2)cc1)Cc1cnc2ccccn12	2%	0%	-4%	0%	23	3.3%	2%	-6	-15%	-1%	0%
CCSC1(SCC)N=C(N)C2(C#N)C(c3ccc(F)cc3)C12C#N (stereo unspecified)	0%	-61%[inhibitor]	-28%	-3%	1	0.5%	33%[activator]	1	5%	1%	u
CCC(=O)Nc1nc(-c2ccc3c(c2)OCCO3)cs1	0%	11%	0%	-2%	-25	0.1%	17%	-1	-6%	0%	-2%
CC(OC(=O)Cn1[nH]c(=O)c2ccccc2c1=O)C(=O)NC1(C#N)CCCCC1 (stereo unspecified)	-1%	12%	-3%	x	-6	-0.1%	x	x	-5%	-1%	x
O=C(Cn1nc(Cl)nc1Cl)c1ccc([N+](=O)[O-])cc1	-2%	0%	-16%	x	-1	-0.4%	-5%	-1	8%	-6%	x
COc1ccc(NC(=S)N2CCC(c3nc4ccc(Cl)cc4[nH]3)CC2)c(OC)c1	-4%	3%	-12%	x	19	0.1%	56%[activator]	-3	17%	-8%	-9%
CC12CCC(c3nnc(SCc4ccc(Cl)cc4)nc31)C2(C)C (stereo unspecified)	-2%	-9%	6%	-2%	-6	-0.4%	-15%	1	7%	-1%	-9%
CN(C)c1ccc(N2C(=O)CC(Sc3ccccc3C(=O)O)C2=O)cc1 (stereo unspecified)	4%	-14%	26%	x	-23	-0.4%	-3%	9	u	0%	11%
C/C(CCc1ccccc1)=N\NC(=O)CC(=O)NCCc1ccccc1	1%	31%	-1%	x	5	-0.8%	-7%	8	0%	0%	-3%
CCOC(=O)C(Cc1ccccc1)(NC(C)=O)C(=O)OCC	1%	2%	0%	-3%	-7	0.0%	0%	2	-8%	-9%	3%
Cc1nnc(NC(=O)c2ccc(S(=O)(=O)N3CCOCC3)cc2)s1	3%	-11%	-2%	-2%	12	0.3%	x	-2	-1%	-2%	0%
CCNC(=O)C/C(C)=N/NC(=O)C12CC3CC(CC(C3)C1)C2	0%	6%	-1%	x	-7	-0.4%	-17%	-2	2%	-3%	-2%
Cc1ccc2c(c1)N(CC(=O)NCC(C)c1ccccc1)C(=O)c1cccnc1O2 (stereo unspecified)	-1%	4%	2%	x	-15	-1.0%	u	1	0%	-3%	-17%
Cc1cccc2cc(C3CC(c4ccco4)=NN3S(=O)(=O)c3ccccc3)c(Cl)nc12 (stereo unspecified)	0%	5%	-2%	1%	-9	-0.1%	-20%	2	6%	1%	7%
CC(=O)OCC1CCCC2=C(C)C(=O)CCC21COC(C)=O (stereo unspecified)	3%	15%	-9%	2%	1	2.4%	2%	-1	0%	-2%	-1%
CCOc1ccc(N2CC(O)(c3ccc(F)cc3)[N+]3=C2CCCC3)cc1 (stereo unspecified)	-2%	-43%	-1%	1%	-17	-0.9%	-17%	-3	6%	-1%	-1%
CCCCOc1ccc(Cl)cc1CSc1nnc(CC)n1N	0%	-9%	7%	-2%	-1	-0.4%	-5%	3	u	-8%	-2%
CCN1CCN(c2nc(SC)nc3sc4c(c23)CC(C)(C)OC4)CC1	11%	-15%	0%	5%	14	-0.3%	-19%	2	-1%	-3%	-3%
Cc1cc(C)n(-c2ccc(C(=O)NC3=NCCS3)cc2)n1	1%	0%	2%	1%	13	-0.3%	0%	-1	4%	-1%	4%
Nc1ccc(C(=O)OCC(=O)N2c3ccccc3Sc3ccccc32)cc1[N+](=O)[O-]	-19%	11%	3%	1%	-15	-0.3%	u	0	u	-4%	-2%
Cc1ccc(S(=O)(=O)N2CCN(C(=O)C(C)Cn3nc(C)c(C)c3C)CC2)cc1 (stereo unspecified)	-2%	-1%	0%	0%	1	0.2%	14%	1	17%	-4%	0%
O=C(Nc1ccnc(-c2ccncc2)n1)c1cccs1	0%	12%	1%	-1%	7	-0.4%	4%	1	u	-2%	10%
N#Cc1ccc(NC(=O)COC(=O)C2Cc3ccccc3CN2C(=O)c2ccccc2)cc1 (stereo unspecified)	x	21%	-2%	0%	11	-0.2%	11%	-6	-6%	1%	14%
O=C(CN1CCC(n2nnc3cc(F)ccc32)CC1)Nc1ccc2c(c1)CCC2	-4%	-16%	-8%	-1%	3	-0.2%	-4%	-1	-3%	0%	3%
CCn1ccc2c(OCC(=O)NCCc3ccc(OC)c(OC)c3)cccc2c1=O	3%	-11%	-5%	x	-18	0.4%	x	x	-6%	0%	x
Brc1ccc(N/N=C(/N=Nc2nn[nH]n2)c2ccccc2)cc1	10%	-17%	-12%	0%	8	-0.2%	u	-16	u	-10%	-54%
O=C(Nc1cc(Br)ccc1O)c1cc(-c2cccs2)on1	1%	1%	0%	6%	-5	-0.3%	x	0	u	-3%	-7%
CCOc1ccccc1NC(=O)CSc1nc2cccnc2n1C	-3%	19%	1%	9%	-4	-0.1%	12%	0	-6%	-2%	-1%
CCC(=O)NC(=S)Nc1ccc(NC(=O)c2ccc(C)c([N+](=O)[O-])c2)cc1	0%	-14%	0%	2%	-3	3.5%	u	-1	4%	-2%	-3%
Cc1ccc(-c2ccc(=O)n(CCC(=O)N3CCN(Cc4ccccc4)CC3)n2)cc1	-2%	-5%	0%	x	-11	-0.2%	u	-1	-7%	-12%	x
COC(=O)c1cc2cc(NS(=O)(=O)c3ccc(C)cc3)ccc2s1	-21%	13%	5%	-4%	-8	0.1%	u	-1	5%	-3%	1%
CC(C)(C)NCCOc1ccc(Br)cc1	1%	27%	-7%	2%	-5	-0.1%	-3%	5	u	0%	-6%
COc1ccc(CCNC(=O)C(C)Sc2ccc(C)cc2)cc1OC (stereo unspecified)	1%	-24%	-1%	x	-4	-0.2%	19%	-1	4%	1%	-7%

Single records, from the list above. Order of screens: ASM inhibitor	Integrin act MD	Tb PFK block	GALK inh	Giardia killer	B2AR arrestin	Menin-MLL TR inh	FBPA coupling cs	Chronic BCR inh	PTAP TSG101 blk	PKM2 activator
Record of CCC(=O)NC(=S)Nc1ccc(NC(=O)c2ccc(C)c([N+](=O)[O-])c2)cc1 → 0%	-14%	0%	2%	-3	3.5%	u	-1	4%	-2%	-3%
Record of COc1ccc(CCNC(=O)C(C)Sc2ccc(C)cc2)cc1OC (stereo unspecified) → 1%	-24%	-1%	x	-4	-0.2%	19%	-1	4%	1%	-7%
